High-throughput results: PubChem BioAssay, National Center for Advancing Translational Sciences (NCATS)
ATXN2 expr inh: inhibitors of ATXN2 expression; HEK-293 ATXN2-luciferase reporter, luminescence, 24 h; Potency, µM (doses to about 57 µM), for inactives: at the top dose activity change, negative = inhibition, hits mostly inhibitors; hit rate 0.72% among 360,000; note: potency is the fitted concentration of half-maximal effect; % is set by controls: 0 for no effect and ±100 for the full control effect; nearly all actives have a fitted effect of over 55% in size
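qHTS (up to 57 uM final) was run with 24 h compound exposure of reporter cells at 37 °C. Each well was multiplexed: SteadyGlo luminescence measured ATXN2-luciferase expression after a fluorogenic Gly-Phe-AFC viability readout (25 uM final).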
KB-3-1 cytotox: kills parental KB-3-1 adenocarcinoma cells; KB-3-1 viability, CellTiter-Glo ATP luminescence, 72 h; Potency, µM (highest dose often 46.1 µM), for the others: at the top dose activity change, negative = cytotoxic, most hits filed as cytotoxic; hit rate 1.4% among 400,000; AID 1347075; note: potency is the fitted concentration of half-maximal effect; % is set by controls: 0 for no effect and ±100 for the full control effect; nearly all actives have a fitted effect of over 60% in size
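72 h, 37 °C compound treatment of KB-3-1 parental cells; CellTiter-Glo added, 10 min, luminescence read. Data corrected against DMSO-only plates and normalized before curve fitting.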
IL1B secr inh: inflammasome signaling inhibition, IL-1 beta readout | THP-1 LPS/ATP IL-1B secretion, AlphaLISA, 16 h; stronger effect = lower value | activity change, % at 57.5 µM | hit rate 4.7% among 360,000; in the data active = activity change below about -50%; inconclusive = mostly about -30% to -49%; note: % is set by controls: 0 for no effect and ±100 for the full control effect
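Secreted IL-1B measured by AlphaLISA bead assay after 16 h compound exposure of THP-1 cells; compounds (final up to 57.5 uM) added 1 h before LPS (250 ng/mL) and ATP (1.25 mM) stimulation; lower signal means less secretion.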
MCF10A rereplic: inducers of DNA re-replication in MCF 10A breast cells. MCF 10A DNA re-replication, Hoechst nuclear intensity, 48 h. Potency, µM (series often up to 46.1 µM), for inactives: at the top dose activity, positive = re-replication, actives largely listed as activators. hit rate 2.9% among 350,000; note: potency is the fitted concentration of half-maximal effect; % of control where 0% means no effect; nearly all actives have a fitted effect of over 50% in size
KB-V1 cytotox: kills drug-selected multidrug resistant KB-V1 cells; KB-V1 MDR cells viability, CellTiter-Glo, 72 h; Potency, µM (highest dose often 46.1 µM), inactives show at the highest dose activity change, negative = cytotoxicity, hits mostly cytotoxic; hit rate 3.4% among 400,000; AID 1347076; note: potency is the fitted concentration of half-maximal effect; % is set by controls: 0 for no effect and ±100 for the full control effect; nearly all actives have a fitted effect of over 60% in size
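Following 72 h at 37 degrees C with compound, KB-V1 cell viability was read by CellTiter-Glo luminescence, medium being phenol-red-free DMEM plus 10% FBS; concentration-response parameters came from normalized, curve-fitted qHTS data.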
HT1080 IDH1KD tx: toxicity to HT-1080 IDH1 knockdown cells (counter line) | HT-1080 IDH1 knockdown viability, ATP luminescence, 48 h | Potency, µM (highest dose often 46.1 µM), for the others: top-dose activity, negative = toxicity, most hits filed as cytotoxic | hit rate 2% among 360,000;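 note: potency is the fitted concentration of half-maximal effect; 0% = DMSO wells and -100% = cell-free medium wells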
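After a 2 h attachment period, IDH1KD HT-1080 cells took pin-transferred compound for 48 h at 37 °C; ATP-based luminescence after 10 min room-temperature reagent incubation reported viability.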
HT1080-NT tox: kills 2HG-producing HT-1080-NT fibrosarcoma cells | hit rate 1.6% among 360,000 | Potency, µM (series often up to 46.1 µM), inactives show at the highest dose activity, negative = less viability, hits mostly cytotoxic | HT-1080-NT fibrosarcoma viability, CellTiter-Glo ATP luminescence, 48 h | AID 686970;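 note: NT is the 2HG producing partner of a matched IDH1 knockdown line; potency is the fitted concentration of half-maximal effect; 0% = DMSO-treated cells and -100% = media-only wells without cells; nearly all actives have a fitted effect of over 55% in size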
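A 48-hour cytotoxicity screen used HT-1080-NT cells plated 2 hours before compound delivery. ATP-based CellTiter-Glo luminescence measured viability, normalized to DMSO and no-cell controls.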
ATXN viability: viability counter-screen for ATXN expression inhibitors | S2 cells (HEK-293 line with an ATXN2-luciferase reporter) viability, CellTiter-Fluor protease fluorescence, 24 h | Potency, µM (highest dose often 56.7 µM), most hits filed as cytotoxic | hit rate 0.49% among 400,000; note: potency is the fitted concentration of half-maximal effect; nearly all actives have a fitted effect of over 40% in size
SW480 rereplic: induces DNA re-replication in SW480 colon adenocarcinoma cells; hit rate 1.8% among 340,000; SW480 DNA re-replication, Hoechst DNA content imaging, 48 h; AID 624297; Potency, µM (titrated, usually from 46.1 µM), without a hit: at the top dose re-replication activation, actives largely listed as activators; note: potency is the fitted concentration of half-maximal effect; % of control where 0% means no effect; nearly all actives have a fitted effect of over 55% in size
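Image-based read-out: total Hoechst fluorescence of nuclei (405 nm excitation, 500-530 nm emission), with hits raising the fraction of high-intensity nuclei. SW480 colon cells incubated 48 hr with compounds at 37 C.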
Numbers without * were called inactive; i = inactive; ? = inconclusive; · = not tested or not shown; & = joins results of further samples; [ ] = dose if it differs, or a comment. Unless noted, calls come from the whole dose curve; as a rule, active = well fitted curve in the direction sought with a large enough effect; inconclusive = small, poorly fitted or top-dose-only effect, or another doubt; inactive = no such curve, though single readings can be large; an effect the other way counts as inactive or inconclusive.

SMILES	ATXN2 expr inh	KB-3-1 cytotox	IL1B secr inh	MCF10A rereplic	KB-V1 cytotox	HT1080 IDH1KD tx	HT1080-NT tox	ATXN viability	SW480 rereplic
Cc1cccc(Oc2ccc3c(c2)Oc2ccccc2NC3=O)c1	-13%	-1%	·	·	15%	·	·	i	·
O=C(NCc1ccccc1)C(c1ccncc1)N(C(=O)c1ccccn1)c1ccccc1 (stereo not given)	29%	-2%	-6	2%	-8%	8%	8%	i	11%
COc1cc(F)ccc1-c1cc(C(=O)Nc2ccc(C)c(NS(C)(=O)=O)c2)[nH]n1	3%	-1%	-4	·	3%	5%	-18%	i	·
CCN(CC(=O)NCc1ccc(Cl)cc1)C(=O)c1cc(S(=O)(=O)N2CCOCC2)ccc1C	-5%	-2%	-11	0%	0%	5%	9%	i	-5%
CCC(C)(c1nnnn1-c1c(C)cccc1C)N(N=O)c1cccc(C(F)(F)F)c1 (stereo not given)	-29%	?	14	22%	16µM*	-23%	0%	i	?
Cc1nn(C)c2c1c(C(F)(F)F)cc(=O)n2Cc1cccc(Br)c1	3%	-1%	·	·	1%	·	·	i	·
O=C(Nc1c[nH]c(=O)[nH]c1=O)c1cccc(F)c1	5%	-22%	-12	-17%	?	0%	3%	i	1%
COc1ccccc1OCC#CCNC1CCCCC1C (stereo not given)	·	-1%	-7	-3%	-2%	10%	-1%	i	10%
O=C1[C@H]2[C@@H](c3ccc(F)cc3)N3C(=O)N(c4cccc(Br)c4)C(=O)[C@@]3(Cc3ccc(Cl)cc3)[C@H]2C(=O)N1C1CCCCC1	2%	-14%	-12	?	-7%	3%	11%	i	2%
CC(C)C(=O)NC(c1ccco1)c1c(O)ccc2ccccc12 (stereo not given)	-3%	-25%	16	21µM*	-4%	2%	10%	i	27%
BrCCOCCOc1ccc2ccccc2c1	17%	-2%	16	10%	3%	14%	16%	i	-4%
NC(=O)COC(=O)c1ccccc1Nc1ccc(SC(F)F)cc1	-10%	-20%	-3	23µM*	-1%	?	?	i	-4%
O=C(c1ccc(=O)oc1)N1CCN(C(c2ccccc2)c2ccccc2)CC1	-11%	9%	-11	16%	-23%	5%	10%	i	6%
CCc1ccccc1NC(=O)c1ncoc1-c1ccco1	-4%	0%	·	·	-4%	·	·	i	·
Cn1c(=O)c2ccccc2n(Cc2cccc(F)c2)c1=O	-23%	0%	-8	5%	-9%	-15%	-8%	i	-1%

Reprinted from the part before: 2 compounds; new compounds follow.
SMILES	ATXN2 expr inh	KB-3-1 cytotox	IL1B secr inh	MCF10A rereplic	KB-V1 cytotox	HT1080 IDH1KD tx	HT1080-NT tox	ATXN viability	SW480 rereplic
CCc1ccccc1NC(=O)c1ncoc1-c1ccco1	-4%	0%	·	·	-4%	·	·	i	·
Cn1c(=O)c2ccccc2n(Cc2cccc(F)c2)c1=O	-23%	0%	-8	5%	-9%	-15%	-8%	i	-1%
O=C(CCCN=C1NS(=O)(=O)c2ccccc21)OCC(=O)c1ccccc1	-7%	-3%	33	-2%	-10%	-2%	-5%	i	-68%[inhibitor]
CCOCCOC(=O)C1=C(C)N(C)C(=O)NC1c1ccccc1F (stereo not given)	-5%	2%	9	-1%	-13%	0%	1%	i	-28%
CCOC(=O)CN1C(=O)C(O)(c2c(C)[nH]c3ccccc23)c2ccccc21 (stereo not given)	5%	2%	28	12%	20%	1%	7%	i	-1%
Cc1ccccc1C(=O)/C(C#N)=N/Nc1c(C)n(C)n(-c2ccccc2)c1=O	7.1µM*	-17%	0	-4%	0.46µM*	?	-26%	?	?
CCOC(=O)c1cc(C(C)(C)C)oc1CN	-2%	3%	6	2%	7%	2%	7%	i	-1%
COc1ccc(C)c2sc(N(CCCN(C)C)C(=O)CS(=O)(=O)c3ccc(F)cc3)nc12	-24%	-4%	?	3.7µM*	-4%	-24%	18µM*	i	-20%
COc1ccc(C(=O)NC(C(=O)NCc2ccccn2)C(C)C)cc1 (stereo not given)	7%	14%	17	1%	6%	1%	7%	i	0%
COC(=O)c1ccccc1NS(=O)(=O)c1ccc(Cl)nc1	-10%	-2%	-5	1%	-17%	20%	23%	i	-33%[inhibitor][1.84 µM]
N#C/C(=C\c1ccc(-c2ccccc2Cl)o1)C(=O)Nc1nc2ccccc2s1	19%	7%	3	?	28%	0%	13%	i	-12%
O=C(CN1C(=O)S/C(=C\c2ccc(O)cc2)C1=O)c1ccccc1	-17%	-7%	-77*	?	-12%	?	?	?	?
O=C(CNC(=O)c1ccc(Br)cc1)NCCc1nc2ccccc2[nH]1	1%	5%	25	-1%	2%	?	-2%	i	-13%
O=C(O)CC1(CC(=O)Nc2ccccc2C(=O)c2ccccc2)CCCC1	4%	20%	28	-14%	?	2%	3%	i	-2%
c1ccc(CCNc2ncnc3ccccc23)cc1	4%	?	0	7%	?	2.1µM*	?	i	9%
Cc1ccc(N(CC(=O)NCCc2ccccc2C)S(=O)(=O)N(C)C)cc1	2%	15%	·	·	3%	·	·	i	·
O=C(NC1CC1)c1ccc(-c2ccccc2)cc1	21%	-1%	-18	-1%	-2%	14%	16%	i	-3%
Cc1ccccc1NC(=O)CSc1nc2ccccc2o1	101%[activator]	-23%	14	-4%	0%	-5%	1%[9.24 µM]	i	-3%
COc1ccc(N2CCN(C(=O)COC(=O)[C@@H](NC(=O)OCc3ccccc3)C(C)C)CC2)cc1	0%	-5%	25	4%	6.5µM*	8%	8%	i	-1%
COc1cccc(NC(=O)CN(C)C(=O)c2cccc(S(=O)(=O)Nc3ccc(C)cc3)c2)c1	-4%	-5%	-2	-3%	0%	-7%	-16%	i	?
COc1cc(OC)c(C2C(C(=O)Nc3ccc(C)cc3C)=C(C)Nc3ncnn32)cc1OC (stereo not given)	5%	1%	27	6%	19%	4%	8%	i	1%
Cc1ccc(C(=O)NCCc2nnc3ccc(NCCCN4CCOCC4)nn23)cc1	7%	3%	7	-14%	4%	6%	3%	i	-13%
COc1cc2c(cc1OC)C(C(=O)NC(C)c1ccccc1)CC(=O)N2 (stereo not given)	7%	5%	3	0%	15%	17%	22%	i	2%
Cc1ccc2c(c1)-c1nc(-c3ccc(Cl)cc3)cc(-c3coc4ccccc4c3=O)c1CO2	7%	3%	·	·	11%	·	·	i	·
CCc1cc2c(NC(Cc3c[nH]c4ccccc34)C(=O)O)nc(C)nc2s1 (stereo not given)	3%	0%	31	-3%	29%	-8%	0%	i	-6%
Fc1cccc(F)c1-n1c(CN2CCCCC2)csc1=S	-25%	23µM*	?	?	?	?	?	i	15µM*
CCOC(=O)c1ccc(NS(=O)(=O)c2cnc[nH]2)cc1	5%	5%	2	8%	30%	-1%	1%	i	11%[9.22 µM]
CC1(C)CC(=O)C(CC(=O)N2CCC(Cc3ccccc3)CC2)C(=O)C1	-9%	6%	6	4%	9%	-4%	-3%	i	-1%
Cc1ccsc1C(=O)C1CCCN(Cc2cc(F)ccc2-n2cccn2)C1 (stereo not given)	?	4%	-19	9%	?	-17%	-30%	i	-3%
O=C(Oc1ccc(=O)[nH]n1)c1ccccc1	·	1%	10	·	11%	12%	-1%	i	·
CC(CC(=O)Nc1cccnc1)c1ccccc1 (stereo not given)	3%	-3%	-9	12µM*	-14%	1%	4%	i	12%
O=C(O)c1ccccc1C=NN1CCCCCC1	6%	15%	20	-11%	13%	6%	-9%	i	4%
Cc1cccc(NC(=O)COC(=O)c2ccc(C)c(S(=O)(=O)N3CCCCC3)c2)c1	-9%	-5%	-27	5%	-5%	9%	-6%	i	-3%
COc1ccc(Nc2nc(N)c(C(=O)c3ccc(OC)cc3)s2)cc1	?	1.3µM*	-74*	?	?	?	?	?	4.1µM*
Cc1ccccc1Nc1nnc(-c2ccc(C)c(S(=O)(=O)N3CCCCC3)c2)c2ccccc12	-17%	-5%	·	·	-12%	·	·	?	·
O=C1CC(C(=O)N2CCN(c3ccccc3O)CC2)CN1Cc1ccccc1 (stereo not given)	6%	-1%	12	2%	-21%	0%	0%	i	-9%
Cc1ccc(NC(=S)N(C)C)cc1C	-11%	3%	11	11%	12%	2%	16%	i	-13%
O=C(Nc1ccc(F)cc1)c1ccc2c(=O)n3c(nc2c1)CCCCC3	-1%&4%	2%&-10%	-14	14%	?	3%	1%	?	2%
COc1ccc(OC)c(CCNC(=O)CS(=O)(=O)Cc2nc(-c3cccc(Cl)c3)oc2C)c1	?	?	·	·	-23%	·	·	?	·
CCN(C(=O)c1cc(S(=O)(=O)N2CCCC2)ccc1C)C1CCS(=O)(=O)C1 (stereo not given)	-2%	7%	11	0%	?	7%	-4%[9.24 µM]	i	-20%
CCOc1ccc(CCNc2nc3c(c(=O)n(C)c(=O)n3C)n2CC)cc1OCC	-21%	15µM*	2	0%	?	6%	-1%	?	-1%
CC(=O)OCCSc1c(-c2ccccc2)c2cc(Cl)ccc2[nH]c1=O	4%	-23%	-27	12%	23µM*	-2%	-1%	i	-50%[inhibitor]
O=C(COC(=O)Cc1ccccc1F)NCCNC(=O)COC(=O)Cc1ccccc1F	-3%	8%	4	2%	?	10%	1%	?	-1%
Cc1ccc(Sc2nc3ccc(C)cn3c(=O)c2/C=N/O)cc1	15%	8%	-6	16µM*	5%	1%	0%	·	?
COc1ccc(CNC(=O)CN(CC2CCCO2)C(=O)CNS(=O)(=O)c2ccc(C)cc2)cc1 (stereo not given)	11%	-6%	-8	19%	1%	21%	19%	i	-1%
CCCn1c(N2CCN(CC(=O)c3c[nH]c4ccccc34)CC2)nc2c1c(=O)[nH]c(=O)n2C	-8%	3%	-14	24%	7%	-20%	-19%	i	21%
C(=C\c1ccccc1)/CN1CCN(C(c2nnnn2C2CCCCC2)C2CC2)CC1 (stereo not given)	-23%	0%	-5	·	18µM*	?	?	?	·

Compounds were not picked by outcome, and some 11% of all compounds hit somewhere here.
